TcdB inh: blocks C. difficile toxin B glycohydrolase activity; inhibition, % at 9.99 µM; actives 0.24% (n = 350,000); P18177; TcdB glycohydrolase enzymatic assay, plate reader; in the data active means inhibition above about 10%
Target sequence (P18177 whole entry, looked up): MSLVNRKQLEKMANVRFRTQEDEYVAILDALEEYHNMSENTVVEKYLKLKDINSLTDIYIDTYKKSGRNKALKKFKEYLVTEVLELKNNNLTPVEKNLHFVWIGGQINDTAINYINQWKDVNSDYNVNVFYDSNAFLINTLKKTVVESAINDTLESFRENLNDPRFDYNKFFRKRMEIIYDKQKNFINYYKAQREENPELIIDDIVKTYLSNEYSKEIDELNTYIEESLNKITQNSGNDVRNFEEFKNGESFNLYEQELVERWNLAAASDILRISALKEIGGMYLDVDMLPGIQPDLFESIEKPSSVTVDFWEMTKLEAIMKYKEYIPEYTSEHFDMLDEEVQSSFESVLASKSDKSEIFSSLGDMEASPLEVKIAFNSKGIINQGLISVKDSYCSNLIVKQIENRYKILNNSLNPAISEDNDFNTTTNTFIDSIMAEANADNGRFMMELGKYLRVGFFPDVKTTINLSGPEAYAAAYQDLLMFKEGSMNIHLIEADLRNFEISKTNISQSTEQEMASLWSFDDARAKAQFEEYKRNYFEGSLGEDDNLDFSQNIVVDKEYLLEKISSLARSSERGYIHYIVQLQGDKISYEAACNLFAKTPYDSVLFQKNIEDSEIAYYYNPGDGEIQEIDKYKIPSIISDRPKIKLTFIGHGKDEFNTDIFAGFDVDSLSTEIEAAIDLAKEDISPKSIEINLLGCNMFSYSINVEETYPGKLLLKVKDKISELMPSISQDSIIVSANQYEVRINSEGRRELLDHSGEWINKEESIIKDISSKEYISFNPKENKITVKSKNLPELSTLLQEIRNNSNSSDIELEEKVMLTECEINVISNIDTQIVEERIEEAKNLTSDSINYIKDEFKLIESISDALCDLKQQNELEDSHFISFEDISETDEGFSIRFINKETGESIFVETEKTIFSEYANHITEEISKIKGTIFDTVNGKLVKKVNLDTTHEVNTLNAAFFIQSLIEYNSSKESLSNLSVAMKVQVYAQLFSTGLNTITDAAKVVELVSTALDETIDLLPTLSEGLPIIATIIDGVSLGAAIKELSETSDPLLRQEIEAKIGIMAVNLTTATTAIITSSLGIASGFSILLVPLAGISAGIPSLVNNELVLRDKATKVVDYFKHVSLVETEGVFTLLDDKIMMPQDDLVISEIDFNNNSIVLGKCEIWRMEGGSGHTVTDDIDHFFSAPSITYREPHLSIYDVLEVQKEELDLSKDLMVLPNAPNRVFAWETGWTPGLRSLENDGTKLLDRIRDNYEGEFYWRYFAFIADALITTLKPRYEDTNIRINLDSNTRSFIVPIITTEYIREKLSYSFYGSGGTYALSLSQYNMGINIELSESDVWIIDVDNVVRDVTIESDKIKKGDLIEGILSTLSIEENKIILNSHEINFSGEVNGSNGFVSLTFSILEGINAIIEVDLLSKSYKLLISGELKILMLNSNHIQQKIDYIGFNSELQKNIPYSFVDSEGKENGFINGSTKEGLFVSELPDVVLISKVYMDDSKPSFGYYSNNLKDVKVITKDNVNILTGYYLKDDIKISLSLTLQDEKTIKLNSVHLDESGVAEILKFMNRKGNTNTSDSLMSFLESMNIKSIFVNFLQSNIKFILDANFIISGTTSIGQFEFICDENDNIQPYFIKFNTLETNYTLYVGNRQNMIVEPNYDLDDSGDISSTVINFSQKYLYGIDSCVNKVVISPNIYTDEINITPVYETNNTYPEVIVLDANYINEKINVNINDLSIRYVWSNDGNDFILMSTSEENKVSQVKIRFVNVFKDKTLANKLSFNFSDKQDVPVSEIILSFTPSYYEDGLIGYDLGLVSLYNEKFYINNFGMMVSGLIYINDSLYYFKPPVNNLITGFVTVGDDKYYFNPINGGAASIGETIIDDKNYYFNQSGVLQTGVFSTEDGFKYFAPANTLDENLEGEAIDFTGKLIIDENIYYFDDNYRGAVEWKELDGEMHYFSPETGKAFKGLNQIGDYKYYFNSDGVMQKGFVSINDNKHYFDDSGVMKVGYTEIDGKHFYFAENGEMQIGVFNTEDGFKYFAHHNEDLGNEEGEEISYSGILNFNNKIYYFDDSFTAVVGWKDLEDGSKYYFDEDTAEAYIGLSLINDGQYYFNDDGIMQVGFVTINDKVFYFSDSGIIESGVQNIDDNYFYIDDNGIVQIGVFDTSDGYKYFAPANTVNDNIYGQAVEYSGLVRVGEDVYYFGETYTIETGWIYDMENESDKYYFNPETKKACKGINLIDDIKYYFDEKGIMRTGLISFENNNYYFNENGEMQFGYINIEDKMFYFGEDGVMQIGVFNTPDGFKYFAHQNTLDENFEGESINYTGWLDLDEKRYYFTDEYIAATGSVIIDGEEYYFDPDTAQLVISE
* hit, by the source's call.

Cc1ccc(S(=O)(=O)NCC[C@H]2CC[C@@H](NC(=O)c3ccccn3)[C@H](CO)O2)cc1
  TcdB inh: 0.1
CC(C)NC(=O)N(C)C[C@H]1OCCCC[C@H](C)Oc2ccc(N(C)C)cc2C(=O)N([C@@H](C)CO)C[C@H]1C
  TcdB inh: -17
O=C(C[C@H]1C=C[C@@H](NC(=O)CC2CC2)[C@H](CO)O1)NCc1ccc(-c2ccccc2)cc1
  TcdB inh: 1.0
O=C(N[C@H]1C=C[C@@H](CC(=O)N2CCCCC2)O[C@@H]1CO)c1ccccn1
  TcdB inh: -0.6
CCN(C[C@@H]1[C@@H](c2ccc(-c3ccccc3F)cc2)[C@@H](CO)N1C(C)=O)C(C)=O
  TcdB inh: 0.7
C[C@H]1CN([C@@H](C)CO)S(=O)(=O)c2ccc(-c3ccccc3F)cc2O[C@H]1CN(C)CC1CC1
  TcdB inh: 0.3
COCC(=O)Nc1ccc2c(c1)C(=O)N(C)C[C@@H](OC)[C@@H](C)CN(C(=O)Cc1ccccn1)[C@@H](C)CO2
  TcdB inh: 1.2
O=C(NCC[C@@H]1CC[C@@H](NS(=O)(=O)c2cccc(F)c2)[C@H](CO)O1)C1CCCC1
  TcdB inh: -1.8
C[C@@H]1CCCCO[C@@H](CN(C)C(=O)c2ccncc2)[C@@H](C)CN([C@H](C)CO)C(=O)c2cc(NC(=O)c3ccccc3)ccc2O1
  TcdB inh: -3.5
CCCC#Cc1ccc([C@@H]2[C@H](CO)N3C(=O)CN(C(=O)Cc4cccnc4)C[C@@H]23)cc1
  TcdB inh: -0.1
C[C@@H]1CN([C@H](C)CO)S(=O)(=O)c2ccc(C#CCN(C)C)cc2O[C@@H]1CN(C)Cc1ccncc1
  TcdB inh: -1.1
C[C@H]1CN([C@@H](C)CO)C(=O)c2cc(NC(=O)Cc3cn(C)c4ccccc34)ccc2O[C@H]1CN(C)Cc1ccc2c(c1)OCO2
  TcdB inh: -0.4
COc1ccc2c3c([nH]c2c1)[C@@H](CO)N(C(=O)c1ccccn1)CC31CN(S(C)(=O)=O)C1
  TcdB inh: 1.4
Cc1ccc(-c2ccc(C3[C@H]4CNC[C@@H]3N4Cc3cccc(F)c3)cc2)cc1 (some centres undefined)
  TcdB inh: -1.0
CNC[C@H]1Oc2c(NS(=O)(=O)c3cccs3)cccc2C(=O)N([C@@H](C)CO)C[C@H]1C
  TcdB inh: -0.9
Cc1cccc(-c2ccc([C@@H]3[C@H]4CN(C(=O)c5ccccc5)CC(=O)N4[C@H]3CO)cc2)c1
  TcdB inh: 0.2
Cc1noc(C)c1NC(=O)Nc1ccc2c(c1)C(=O)N([C@@H](C)CO)C[C@@H](C)[C@@H](CN(C)Cc1ccc(C(=O)Nc3ccccc3N)cc1)O2
  TcdB inh: -0.9
COc1ccc(NC(=O)N(C)C[C@@H]2Oc3ccc(NC(=O)Cn4cnnn4)cc3CC(=O)N([C@@H](C)CO)C[C@@H]2C)cc1
  TcdB inh: 0.1
C[C@H](CO)N1C[C@H](C)[C@H](CN(C)Cc2cccnc2)OCc2cnnn2CCCC1=O
  TcdB inh: -0.2
CC(C)NC(=O)N[C@H]1CC[C@@H](CC(=O)N2CCCCC2)O[C@@H]1CO
  TcdB inh: 1.5
COc1ccc(NC(=O)Nc2cccc3c2O[C@H](CN(C)C(=O)Nc2ccc4c(c2)OCO4)[C@H](C)CN([C@H](C)CO)C3=O)cc1
  TcdB inh: -0.2
CC(C)NC(=O)Nc1ccc2c(c1)C(=O)N([C@@H](C)CO)C[C@H](C)[C@H](CN(C)Cc1ccc(C(F)(F)F)cc1)OCCCC[C@@H](C)O2
  TcdB inh: 0.5
CNC[C@@H]1OCCCC[C@H](C)Oc2ccc(NS(=O)(=O)c3ccc(Cl)cc3)cc2C(=O)N([C@@H](C)CO)C[C@@H]1C
  TcdB inh: 0.3
C[C@H]1CN([C@@H](C)CO)C(=O)c2cccc(NC(=O)Nc3ccc4c(c3)OCO4)c2O[C@@H]1CN(C)S(=O)(=O)c1ccc(Cl)cc1
  TcdB inh: -0.8
CS(=O)(=O)Nc1ccc2c(c1)[C@@H]1C[C@H](CC(=O)O)O[C@H](CO)[C@@H]1O2
  TcdB inh: -1.7

Looked up by compound from the list above, 5 records:
C[C@H](CO)N1C[C@H](C)[C@H](CN(C)Cc2cccnc2)OCc2cnnn2CCCC1=O
  TcdB inh: -0.2
O=C(N[C@H]1C=C[C@@H](CC(=O)N2CCCCC2)O[C@@H]1CO)c1ccccn1
  TcdB inh: -0.6
COCC(=O)Nc1ccc2c(c1)C(=O)N(C)C[C@@H](OC)[C@@H](C)CN(C(=O)Cc1ccccn1)[C@@H](C)CO2
  TcdB inh: 1.2
CCCC#Cc1ccc([C@@H]2[C@H](CO)N3C(=O)CN(C(=O)Cc4cccnc4)C[C@@H]23)cc1
  TcdB inh: -0.1
CCN(C[C@@H]1[C@@H](c2ccc(-c3ccccc3F)cc2)[C@@H](CO)N1C(C)=O)C(C)=O
  TcdB inh: 0.7

(more compounds)
O=C(C[C@H]1C[C@H]2c3cc(NC(=O)Nc4ccc(C(F)(F)F)cc4)ccc3O[C@H]2[C@@H](CO)O1)NCc1ccc2c(c1)OCO2
  TcdB inh: -1.3
C[C@H](CO)N1C[C@H](C)[C@H](CN(C)C(=O)Nc2ccc3c(c2)OCO3)Oc2ccc(NC(=O)C3CC3)cc2C1=O
  TcdB inh: -0.2
COc1ccccc1S(=O)(=O)N[C@H]1CC[C@H](CC(=O)N2CCN(C)CC2)O[C@H]1CO
  TcdB inh: 0.7
CO[C@@H]1CN(C)C(=O)c2cc(NS(=O)(=O)c3cn(C)cn3)ccc2OC[C@H](C)N(CCC(F)(F)F)C[C@@H]1C
  TcdB inh: -0.8
Cc1ccccc1-c1ccc([C@H]2[C@H]3CN(C(=O)Nc4ccc(F)cc4)CC(=O)N3[C@H]2CO)cc1
  TcdB inh: -1.1
C[C@@H]1CN([C@H](C)CO)C(=O)c2cc(C3=CCCCC3)cnc2O[C@H]1CN(C)Cc1ccccn1
  TcdB inh: -1.0
C[C@H](CO)N1C[C@H](C)[C@H](CN(C)Cc2ccccc2C(=O)O)OCc2cnnn2CCCC1=O
  TcdB inh: -0.4
O=C(C[C@H]1CC[C@@H]2[C@H](COC[C@H](O)CN2C(=O)c2cc(Cl)cc(Cl)c2)O1)N1CCc2ccccc2C1
  TcdB inh: -0.5
C[C@@H]1CN([C@@H](C)CO)C(=O)CCCn2cc(nn2)CO[C@@H]1CN(C)C(=O)Nc1ccc2c(c1)OCO2
  TcdB inh: 0.6
COC(=O)C[C@@H]1C[C@@H]2c3cc(NC(=O)NC4CCCC4)ccc3O[C@@H]2[C@H](CO)O1
  TcdB inh: 1.3
C[C@@H]1CN([C@H](C)CO)C(=O)Cc2cc(NC(=O)Nc3ccccc3)ccc2O[C@@H]1CN(C)Cc1ccncc1
  TcdB inh: 0.4
C[C@@H]1CN([C@H](C)CO)C(=O)c2cc(NC(=O)C3CCCCC3)ccc2O[C@@H](C)CCCCO[C@@H]1CN(C)C(=O)Nc1cccc2ccccc12
  TcdB inh: -0.3
CCCNC(=O)N[C@H]1CC[C@@H](CCn2cc(C3CC3)nn2)O[C@@H]1CO
  TcdB inh: 0.2
COc1ccc(NC(=O)Nc2ccc3c(c2)C(=O)N([C@H](C)CO)C[C@@H](C)[C@@H](CN(C)Cc2ccccc2)OCCCC[C@H](C)O3)cc1
  TcdB inh: -0.2
CN(C)Cc1cn(CC[C@H]2CC[C@@H](NC(=O)Nc3ccc4c(c3)OCO4)[C@@H](CO)O2)nn1
  TcdB inh: -1.2
CC(C)NC(=O)N(C)C[C@H]1Oc2ncc(-c3ccc(C(=O)N(C)C)cc3)cc2C(=O)N([C@@H](C)CO)C[C@@H]1C
  TcdB inh: 0.5
C[C@@H]1CN([C@H](C)CO)C(=O)c2cc(C3=CCCC3)cnc2O[C@H]1CN(C)C(=O)c1ccncc1
  TcdB inh: -3.5
CC(C)NC(=O)N(C)C[C@@H]1Oc2ncc(-c3ccccc3)cc2C(=O)N([C@H](C)CO)C[C@@H]1C
  TcdB inh: 0.6
C[C@H]1CCCCO[C@H](CN(C)C(=O)Nc2ccc3c(c2)OCO3)[C@@H](C)CN([C@@H](C)CO)C(=O)c2cc(NC(=O)Nc3ccccc3)ccc2O1
  TcdB inh: 0.9
COc1ccccc1NC(=O)N[C@H]1C=C[C@@H](CC(=O)N2CCC(Cc3ccccc3)CC2)O[C@H]1CO
  TcdB inh: 0.3
C[C@H]1CN([C@@H](C)CO)C(=O)c2c(c3ccccc3n2C)-c2ccccc2CO[C@H]1CN(C)S(=O)(=O)c1cn(C)cn1
  TcdB inh: -0.3
CO[C@@H](CN(C)C(=O)C1CCOCC1)[C@@H](C)CN(C(=O)Nc1ccc(C(F)(F)F)cc1)[C@H](C)CO
  TcdB inh: 0.9
COCC#Cc1cnc2c(c1)C(=O)N([C@H](C)CO)C[C@@H](C)[C@@H](CN(C)C(=O)C1CC1)O2
  TcdB inh: -0.6
C[C@H]1CN([C@@H](C)CO)S(=O)(=O)c2ccc(-c3ccncc3)cc2O[C@@H]1CN(C)S(C)(=O)=O
  TcdB inh: 1.3
COc1ccc([Si](C)(C)[C@@H]2[C@@H](CCO)O[C@]3(C(=O)N(Cc4ccc(NC(C)=O)cc4)c4ccccc43)[C@H]2C)cc1
  TcdB inh: 0.4

COc1ccc(CN2CC3(CN(C(=O)C4CCC4)C3)c3c(n(C)c4cc(OC)ccc34)[C@H]2CO)cc1
  TcdB inh: -1.4
O=C(c1ccccn1)N1CC2(C1)[C@H](c1ccccc1)[C@@H](CO)N2Cc1ccc(Cl)cc1
  TcdB inh: -2.2
CS(=O)(=O)Nc1ccc2c(c1)[C@H]1C[C@H](CC(=O)NCc3ccccc3F)O[C@@H](CO)[C@H]1O2
  TcdB inh: 0.9
CS(=O)(=O)N1CC(=O)N2[C@@H](CO)[C@H](c3ccc(C#CC4CCCC4)cc3)[C@@H]2C1
  TcdB inh: 1.2
O=S(=O)(c1ccc(F)cc1)N1CCCCN2[C@H](CO)[C@@H](c3ccc(C#CC4CC4)cc3)[C@@H]2C1
  TcdB inh: -0.3
Cc1cccc(-c2ccc([C@H]3[C@@H](CO)N4CCCCN(CCC(F)(F)F)C[C@@H]34)cc2)c1
  TcdB inh: -0.3
O=C(C[C@@H]1CC[C@H]2[C@@H](COC[C@@H](O)CN2S(=O)(=O)c2ccc(Oc3ccccc3)cc2)O1)Nc1ccccc1
  TcdB inh: -0.2
CN1CCCCN2[C@H](C1)[C@H](c1ccc(C#CC3(O)CCCC3)cc1)[C@@H]2CO
  TcdB inh: -2.0
C[C@@H]1CN([C@@H](C)CO)C(=O)Cc2cc(NC(=O)CCN3CCOCC3)ccc2O[C@@H]1CN(C)S(C)(=O)=O
  TcdB inh: -0.8
CCC(=O)N1[C@H](CO)[C@H](c2ccc(C3=CCCCC3)cc2)[C@H]1CNCC1CCC1
  TcdB inh: 0.4
C[C@@H]1CCCCO[C@@H](CN(C)CC2CCCCC2)[C@H](C)CN([C@H](C)CO)C(=O)c2cc(NS(=O)(=O)c3cn(C)cn3)ccc2O1
  TcdB inh: 0.5
C[C@H](CO)N1C[C@H](C)[C@@H](CN(C)C(=O)c2ccccc2)Oc2cc(C#CC3CC3)ccc2S1(=O)=O
  TcdB inh: -0.2
C[C@@H]1CN([C@H](C)CO)S(=O)(=O)c2ccc(-c3cncnc3)cc2O[C@@H]1CN(C)Cc1ccccn1
  TcdB inh: -1.0
N#C[C@@H]1[C@H](c2ccccc2-c2ccccc2F)[C@H](CO)N1C(=O)C1CCOCC1
  TcdB inh: -0.3
COc1ccc2c3c(n(C)c2c1)[C@H](CO)N(Cc1ccncc1)CC31CN(C(=O)Cc2ccncc2)C1
  TcdB inh: -1.0
C[C@H]1CN([C@@H](C)CO)C(=O)c2cccc(NC(=O)NC3CCCCC3)c2O[C@@H]1CN(C)S(=O)(=O)c1ccccc1
  TcdB inh: 1.0
O=C(Nc1cc(Cl)cc(Cl)c1)N[C@@H]1CC[C@H](CCNS(=O)(=O)c2cccc(F)c2)O[C@@H]1CO
  TcdB inh: 2.2
C=C[C@H](COC(C)=O)N(Cc1ccc(OC(C)=O)c(OC)c1)S(=O)(=O)c1ccc(Br)cc1
  TcdB inh: 1.6
C[C@H](CO)N1C[C@H](C)[C@@H](CN(C)C(=O)[C@@H]2CCCN2C)OCc2ccccc2-c2c(n(C)c3ccccc23)C1=O
  TcdB inh: -3.9
C[C@H](CO)N1C[C@H](C)[C@H](CN(C)S(=O)(=O)c2cn(C)cn2)Oc2c(NC(=O)C3CCOCC3)cccc2C1=O
  TcdB inh: 0.8
Cc1ccc(S(=O)(=O)N(C)C[C@@H]2Oc3ccc(NC(=O)Cc4ccccc4)cc3C(=O)N([C@@H](C)CO)C[C@@H]2C)cc1
  TcdB inh: 0.4
Cc1ccc(-c2ccc([C@H]3[C@H](CO)N4C(=O)CN(C(=O)CN5CCOCC5)C[C@@H]34)cc2)cc1
  TcdB inh: 0.1
COc1ccc(C#Cc2cnc3c(c2)C(=O)N([C@H](C)CO)C[C@@H](C)[C@@H](CN(C)CC2CCCC2)O3)cc1
  TcdB inh: -0.2
CCC(=O)N1C[C@@H](C)[C@@H](OC)CN(C)C(=O)c2cc(NC(=O)Nc3ccccc3)ccc2OC[C@@H]1C
  TcdB inh: 0.9
C[C@H]1CN([C@@H](C)CO)C(=O)c2cccc(NC(=O)c3ccncc3)c2O[C@H]1CN(C)S(=O)(=O)c1ccccc1
  TcdB inh: 0.7

COc1ccc(S(=O)(=O)N(C)C[C@@H]2Oc3ccc(NS(=O)(=O)c4c(C)noc4C)cc3CC(=O)N([C@H](C)CO)C[C@@H]2C)cc1
  TcdB inh: 3.0
C[C@H]1CN([C@@H](C)CO)C(=O)c2cc(C#CCN(C)C)cnc2O[C@@H]1CN(C)C(=O)NC1CCCCC1
  TcdB inh: -0.9
C[C@@H]1CN([C@@H](C)CO)C(=O)Cc2cc(N(C)C)ccc2O[C@H]1CN(C)C(=O)Nc1ccc2c(c1)OCO2
  TcdB inh: -18
C[C@@H]1CCCCO[C@H](CN(C)S(=O)(=O)c2cn(C)cn2)[C@@H](C)CN([C@@H](C)CO)C(=O)c2cc(NS(=O)(=O)c3cccs3)ccc2O1
  TcdB inh: 0.7
O=C(C1CCOCC1)N1C[C@@H]2[C@H](c3ccccc31)[C@H](CO)N2C(=O)Cc1ccccc1
  TcdB inh: -1.7
O=C(NCC[C@@H]1CC[C@@H](NS(=O)(=O)c2ccccc2F)[C@@H](CO)O1)c1ccc(F)cc1
  TcdB inh: -0.9

Source: PubChem BioAssay

Some of the compounds tested, so the mix of outcomes need not match the whole.
